Assay outcomes (PubChem)
M18AAP inhibitor: PfM18AAP enzyme inhibition; AID 1822; 290,000 compounds, 1.2% hits; inhibition, % at 7.35 µM; recombinant PfM18AAP, H-Glu-NHMec fluorogenic cleavage;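 active = inhibition above the campaign mean inhibition over all tested compounds plus 3 SD, cut at about 28% in these data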;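 also: 0% = plate median of test compound wells and 100% = 2 mM ZnCl2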
IDE cell activ: activators of human insulin-degrading enzyme in cells; P14735; HEK cells, FAbeta-B cleavage, fluorescence polarization; 0% vehicle, 100% cell-free pure enzyme wells; activation, % at 5.96 µM; 340,000 compounds, 0.073% hits; AID 493087;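 active = activation above the mean of all tested compounds plus 3 SD, set per screening campaign, cut at about 17% in these data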
Target sequence (P14735 whole entry, looked up): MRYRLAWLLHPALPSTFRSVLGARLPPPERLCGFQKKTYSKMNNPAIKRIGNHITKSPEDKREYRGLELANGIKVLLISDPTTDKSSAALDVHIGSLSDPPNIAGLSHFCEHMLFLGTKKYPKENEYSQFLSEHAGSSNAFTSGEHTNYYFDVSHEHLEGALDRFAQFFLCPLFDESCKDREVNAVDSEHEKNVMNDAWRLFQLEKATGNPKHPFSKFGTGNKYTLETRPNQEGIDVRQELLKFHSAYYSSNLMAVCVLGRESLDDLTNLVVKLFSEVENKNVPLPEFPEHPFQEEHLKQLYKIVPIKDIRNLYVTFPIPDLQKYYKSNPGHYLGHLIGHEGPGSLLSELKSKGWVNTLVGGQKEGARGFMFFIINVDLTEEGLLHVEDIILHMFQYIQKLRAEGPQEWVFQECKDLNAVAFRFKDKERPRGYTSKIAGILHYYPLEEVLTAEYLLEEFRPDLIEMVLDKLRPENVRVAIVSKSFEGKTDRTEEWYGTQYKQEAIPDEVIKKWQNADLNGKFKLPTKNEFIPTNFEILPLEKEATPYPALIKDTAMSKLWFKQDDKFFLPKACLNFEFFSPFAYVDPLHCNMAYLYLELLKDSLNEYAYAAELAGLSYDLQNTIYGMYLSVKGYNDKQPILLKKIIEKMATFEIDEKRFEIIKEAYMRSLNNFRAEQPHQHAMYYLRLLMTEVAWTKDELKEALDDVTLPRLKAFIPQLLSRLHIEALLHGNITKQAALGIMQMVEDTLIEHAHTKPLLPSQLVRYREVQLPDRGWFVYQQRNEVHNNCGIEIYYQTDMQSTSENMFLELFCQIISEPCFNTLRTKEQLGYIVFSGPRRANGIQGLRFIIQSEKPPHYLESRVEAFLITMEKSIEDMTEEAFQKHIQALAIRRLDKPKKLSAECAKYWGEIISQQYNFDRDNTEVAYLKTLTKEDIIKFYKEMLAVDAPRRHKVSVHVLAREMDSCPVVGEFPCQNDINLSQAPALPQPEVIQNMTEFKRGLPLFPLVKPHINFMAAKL
IDE inh: inhibitors of human insulin-degrading enzyme in cells; HEK cells, FAbetaB cleavage, fluorescence polarization; inhibition, % at 5.59 µM; 320,000 compounds, 0.41% hits; AID 434962;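 active = percent inhibition above the average of all tested compounds plus 3 SD, set per screening campaign, cut at about 16% in these data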;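 also: IDE supplied by intact live HEK cells; FP after avidin binding of uncleaved biotin substrate so inhibition keeps polarization high; 0% = DMSO wells and 100% = 60 µM reference IDE inhibitor Ii1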
MEKK3 PB1 HTS: modulators (inhibitors or enhancers) of MEK5 binding to human MEKK3 PB1 domain; 290,000 compounds, 1.4% hits; binding response (% of control), % at 10 µM; AID 1529; Q99759; bead-based flow cytometry, Alexa488-MEK5 binding to MEKK3; actives lie on both sides; 0 = blocked by unlabeled MEK5, 100 = vehicle;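 active = binding response more than 3 SD above or below the average of its plate-row segment, actives on both sides; inconclusive = wells at one plate position flagged as instrument error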;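 also: Alexa488 bead fluorescence after subtracting the streptavidin-only scavenger bead signal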
SUMO HTRF inh: SUMOylation inhibition; P63279; HTRF SUMOylation assay, SAE1/SAE2 + UBC9, in vitro; inhibition, % at 35 µM; 290,000 compounds, 0.36% hits; in the data active = inhibition above about 50%, passing the limit was not always enough; inconclusive = no clear call, values can overlap the other calls; also: strong numbers were not always called active
p-CIP stab down: p/CIP protein destabilization; Q05BA5; F442A p/CIP-EGFP cells, EGFP fluorescence, 16 h; decrease of EGFP signal, % at 10 µM; 290,000 compounds, 0.01% hits;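 active = EGFP signal decrease of at least 30% at 10 µM or well 3 SD below plate mean, unless failing retest; inactive = the rest, including hits failing retest or dose response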; also: some compounds called inactive have numbers as strong as hits; many of its hits are not listed in these tables
MEKK2mut PB1 HTS: signal of MEK5 binding to mutant human MEKK2 PB1 domain. bead flow cytometry, Alexa488-MEK5 binding to MEKK2 mutant. AID 1530. 290,000 compounds, 0.35% hits. percent response, % at 10 µM; in the data active = percent response above about 24%, passing the limit was not always enough; also: inactives centre near 1; some results filed as inactive read as strong as hits; reference of the scale not given here
MEKK2wt PB1 HTS: raises or lowers MEK5 binding to wildtype human MEKK2 PB1 domain; bead flow cytometry, Alexa488-MEK5 binding to MEKK2 WT; actives lie on both sides; 290,000 compounds, 1.1% hits; Q9Y2U5; binding response (% of control), % at 10 µM; in the data active = binding response below about 67% or above about 130%; inconclusive = no clear call, values can overlap the other calls; inactive = in between
NALP1 inh: inhibitors of NALP1 inflammasome in yeast; 280,000 compounds, 0.61% hits; inhibition, % at 10 µM; S. cerevisiae NALP1/ASC/caspase-1 growth, X-gal OD620, 72 h; in the data active = inhibition mostly above about 24%, no sharp cut-off; inactive = mostly below about 32%; also: some compounds called inactive have numbers as strong as hits
The depositor's hits bear a star; ? = inconclusive; nt = no result given. A portion of the library; the hit share may differ from the screen's.

No.	M18AAP inhibitor	IDE cell activ	IDE inh	MEKK3 PB1 HTS	SUMO HTRF inh	p-CIP stab down	MEKK2mut PB1 HTS	MEKK2wt PB1 HTS	NALP1 inh	SMILES
1	-2	-4	3	101	-7	-8	-2	103	4	CCn1c(SCC(=O)NCCc2ccc(Cl)cc2)nnc1-c1cccs1
2	-3	-5	3	99	-11	-2	7	113	30	O=C(NCCCN1CCOCC1)c1ccccc1NS(=O)(=O)c1cc([N+](=O)[O-])ccc1Cl
3	-1	5	3	101	9	-10	5	99	5	COc1ccc(NS(=O)(=O)c2ccc3c(c2)CCN3C(=O)CCC(=O)O)cc1OC
4	0	7	3	102	-1	-16	5	112	21	CCOC(=O)c1sc(NN=C(C(=O)OC)C(=O)OC)c(C(=O)OCC)c1C
5	-8	-2	9	93	16	-16	-5	90	-41	COc1cc(NC(=O)CCn2c(=O)[nH]c3ccsc3c2=O)cc(OC)c1
6	2	7	0	85	28	-12	-10	86	2	Cc1ccc(S(=O)(=O)N(C)CC(=O)N/N=C/c2ccc(C)o2)cc1
7	3	0	nt	104	5	-10	6	102	9	CN(C)c1nc2c(N)ncnc2n1[C@H]1O[C@@H](CO)[C@H](O)[C@@H]1O
8	-17	-2	7	111	20	-1	6	111	16	COc1cccc(N2CCN(C3CC(=O)N(c4ccc(F)c(Cl)c4)C3=O)CC2)c1 (stereo unspecified)
9	6	14	5	87	15	2	-18	89	-4	COc1ccc2[nH]c(=O)c(CNc3ccc(C)cc3C)cc2c1
10	4	5	2	95	12	-6	2	84	10	COc1cc2c(c3oc(-c4ccccc4)cc(=O)c13)C=CC(C)(C)O2

(listing goes on)
No.	M18AAP inhibitor	IDE cell activ	IDE inh	MEKK3 PB1 HTS	SUMO HTRF inh	p-CIP stab down	MEKK2mut PB1 HTS	MEKK2wt PB1 HTS	NALP1 inh	SMILES
11	2	-6	0	113	3	0	18	127	-3	O=C(c1ccc2c(=O)n(-c3ccccc3)c(=O)[nH]c2c1)N1CCN(c2ccc(F)cc2)CC1
12	-5	0	4	62	8	0	-16	65	32	CCn1nnnc1-c1ccc(OC)c(S(=O)(=O)N2CCCCC2)c1
13	-7	-6	6	104	15	-15	8	106	-6	CCOCCn1c(CN2CCN(c3cccc(Cl)c3)CC2)nc2c1c(=O)n(C)c(=O)n2C
14	5	4	-1	104	6	-5	8	105	9	Cc1ccc(CNC(=O)C(C)OC(=O)c2ccco2)cc1 (stereo unspecified)
15	-1	-1	-1	105	-10	-7	3	103	9	COc1cccc(OCCn2cccc2/C=C2/C(=N)N3OC(C)=CC3=NC2=O)c1
16	-1	-2	nt	104	-2	18	2	108	3	COc1ccc(N2CCN(CNC(=O)c3ccccc3)CC2)cc1
17	-1	8	5	103	19	0	0	104	nt	Cn1cnc(S(=O)(=O)Nc2ccccc2C(=O)NCC2CC2)c1
18	-16	1	6	108	14	-9	-1	97	28	O=[N+]([O-])c1cc(-c2nc(-c3ccncc3)no2)cc([N+](=O)[O-])c1
19	-2	1	4	100	45	-54	0	87	7	c1ccc(Cn2c(-c3ccco3)nc3nc4ccccc4nc32)cc1
20	-9	3	6	103	16	-12	0	104	13	CN(C)C(=O)c1cn(-c2ccccc2)nc1-c1cc2ccccc2o1

(continued)
No.	M18AAP inhibitor	IDE cell activ	IDE inh	MEKK3 PB1 HTS	SUMO HTRF inh	p-CIP stab down	MEKK2mut PB1 HTS	MEKK2wt PB1 HTS	NALP1 inh	SMILES
21	nt	3	-6	113	7	26	7	91	nt	CCC1=C(OC(=O)N(CC)CC)N2C(=O)OC(=NCC3CC3)[C@]2(C)[C@H]2C1=CC[C@H]1C(=O)N(CC)C(=O)[C@H]12
22	-3	3	-4	103	-5	8	2	104	6	CCC(C)(C)n1nnnc1C(c1ccc(OC)c(OC)c1)N1CCN(c2ccccc2)CC1 (stereo unspecified)
23	-1	1	-5	99	-3	0	-2	96	25	O=C(Nc1ccccc1C(F)(F)F)c1cccnc1
24	4	4	1	87	-7	1	-7	88	16	COc1cccc(-c2csc(NC(=O)Oc3ccccc3)n2)c1
25	4	4	1	95	9	-28	0	102	11	COc1cc(C(=O)OCC(=O)c2c[nH]c3ccccc23)ccc1OCC(=O)N1CCOCC1
26	4	3	-1	105	40	-18	4	104	-10	CCOc1ccc(-n2c(N)c(C(=O)NCc3cccnc3)sc2=S)cc1
27	11	-14	-2	98	17	-6	-2	97	-9	C=CCn1c(CSc2ccc(C)cc2)n[nH]c1=S
28	-7	8	1	110	16	-12	9	110	3	CCCCC(=O)Nc1c(C)cc(C)cc1Cl
29	3	-2	0	98	nt	-5	5	102	17	COc1ccc(C)c2sc(NC(=O)c3cccc(N4C(=O)CCC4=O)c3)nc12
30	nt	3	0	104	nt	nt	2	105	nt	O=C(NCCc1nc(-c2ccccc2Cl)no1)c1ccccc1

(further entries)
No.	M18AAP inhibitor	IDE cell activ	IDE inh	MEKK3 PB1 HTS	SUMO HTRF inh	p-CIP stab down	MEKK2mut PB1 HTS	MEKK2wt PB1 HTS	NALP1 inh	SMILES
31	6	3	-2	100	11	0	-3	102	7	Cc1ccc(-n2c(N)c(C#N)c(-c3ccc(Cl)cc3)c(C#N)c2=O)cc1
32	-1	nt	0	102	14	-6	-1	108	1	COC(=O)c1cccc(OC(N)=O)c1
33	9	1	6	100	16	4	2	99	-1	O=C(/C=C/c1cccc([N+](=O)[O-])c1)NCCN1CCOCC1
34	18	1	1	97	?	10	1	95	2	Nc1ccc2nc(-c3ccccc3)[nH]c2c1
35	7	5	-4	117	24	-16	-1	108	0	Cc1nnnn1-c1ccc(CC(=O)O)cc1
36	-5	-1	2	95	7	0	-12	91	5	COc1ccccc1CC(=O)N1CCN(c2ccc([N+](=O)[O-])cc2)CC1
37	2	4	0	98	-9	-7	-2	100	28	CC(C)Cn1c(SCC(=O)N2CCc3ccccc3C2)nc2cc(Cl)ccc2c1=O
38	-7	-2	9	96	-16	2	8	103	36	CC(OC(=O)c1cccs1)C(=O)Nc1nc(-c2ccccc2)cs1 (stereo unspecified)
39	11	3	4	100	14	-5	3	100	20	Cc1nn2c(=O)cc(CSc3ccccc3NC(=O)c3ccccc3)nc2s1
40	-9	-1	3	96	27	-3	-4	90	24	CCOc1cc(/C=N/N=C(/N)c2nonc2N)cc(Br)c1OCc1ccc(Cl)cc1

(next part)
No.	M18AAP inhibitor	IDE cell activ	IDE inh	MEKK3 PB1 HTS	SUMO HTRF inh	p-CIP stab down	MEKK2mut PB1 HTS	MEKK2wt PB1 HTS	NALP1 inh	SMILES
41	5	6	-1	109	18	-2	9	109	6	O=C(CCC(=O)N(CC(=O)NC1CCCCC1)c1ccc2c(c1)OCO2)Nc1ccccn1
42	-5	4	4	96	9	11	-7	79	19	CC1CCCCN1C(=O)C(=O)c1cn(CC(=O)N2CCCCCC2)c2ccccc12 (stereo unspecified)
43	-1	8	0	104	8	-1	11	105	7	Cc1ccc2c(c1)C(O)(CC(=O)c1cccnc1)C(=O)N2 (stereo unspecified)
44	2	4	-3	100	29	-9	-3	97	9	O=C(CSc1ccc2c(c1)OCCO2)NCC1CCCO1 (stereo unspecified)
45	-2	8	-1	103	-3	-5	1	109	7	c1ccc(OCc2noc(CN3CCC(C4CCCCC4)C3)n2)cc1 (stereo unspecified)
46	0	-2	2	104	4	7	6	114	-4	COC(=O)c1ccc(/C=C2\SC(=S)N(CCCC(=O)NCCCN3CCOCC3)C2=O)cc1
47	-16	4	10	91	4	1	-8	88	-8	COc1ccc2ccccc2c1CNC(=O)CC1C(=O)NCCN1CC(C)C (stereo unspecified)
48	0	1	4	99	3	3	4	102	1	O=C(NNC(=O)C1C2C=CC(C2)C1C(=O)O)c1ccccc1O (stereo unspecified)
49	-1	5	6	100	-8	-16	0	98	-1	COc1ccc(NC(=O)COC(=O)[C@@H]2CCCN2S(=O)(=O)c2ccccc2F)c(OC)c1
50	8	6	-1	105	-9	-9	2	106	-21	COc1ccc(Cl)cc1C(=O)OCC(=O)NC(=O)c1cccn1C

Next section
No.	M18AAP inhibitor	IDE cell activ	IDE inh	MEKK3 PB1 HTS	SUMO HTRF inh	p-CIP stab down	MEKK2mut PB1 HTS	MEKK2wt PB1 HTS	NALP1 inh	SMILES
51	1	-7	7	98	-6	-27	3	99	22	CCn1c2c(c3cc(Br)ccc31)CCC/C2=N\O
52	2	-4	-1	103	-2	-7	6	108	20	Cc1[nH]nc2c1C(C(C)c1ccccc1)C(C#N)=C(N)O2 (stereo unspecified)
53	-9	5	-3	98	10	-13	-2	98	35	COc1ccc(NC(=O)C(NC(=O)c2ccccc2)C(C)C)cc1 (stereo unspecified)
54	0	-9	5	92	-5	2	2	94	3	N#Cc1cc(C(=O)c2cc(Br)ccc2O)cn(C2CCCCC2)c1=O
55	-7	-1	-5	97	7	-4	3	101	28	COc1cc(OC)nc(NC(=O)CSc2nc3ccccc3[nH]2)n1
56	-15	-6	-1	98	-2	-7	-1	103	21	CCN1CCN(CC(O)COCCOc2ccc(Br)cc2)CC1 (stereo unspecified)
57	4	1	-3	106	1	12	0	98	-4	CN(c1ccc(OCC(=O)N2CCC(C(N)=O)CC2)cc1)S(=O)(=O)c1cccs1
58	-5	2	1	102	14	-3	4	104	5	CCN(CC)S(=O)(=O)c1cccc2cccnc12
59	1	-2	0	97	7	-10	-5	94	-10	COc1ccc(N2CCN(C(=O)Cn3cnc4c3c(=O)n(C)c(=O)n4C)CC2)cc1
60	1	-1	-2	101	-8	-4	-2	101	15	O=S1(=O)N=C(N=Nc2c(O)[nH]c3ccccc23)c2ccccc21

3 of the compounds above, with one line to a screen:
15) COc1cccc(OCCn2cccc2/C=C2/C(=N)N3OC(C)=CC3=NC2=O)c1
16) COc1ccc(N2CCN(CNC(=O)c3ccccc3)CC2)cc1
17) Cn1cnc(S(=O)(=O)Nc2ccccc2C(=O)NCC2CC2)c1
Assay by compound	15	16	17
M18AAP inhibitor	-1	-1	-1
IDE cell activ	-1	-2	8
IDE inh	-1	nt	5
MEKK3 PB1 HTS	105	104	103
SUMO HTRF inh	-10	-2	19
p-CIP stab down	-7	18	0
MEKK2mut PB1 HTS	3	2	0
MEKK2wt PB1 HTS	103	108	104
NALP1 inh	9	3	nt

(listing goes on)
No.	M18AAP inhibitor	IDE cell activ	IDE inh	MEKK3 PB1 HTS	SUMO HTRF inh	p-CIP stab down	MEKK2mut PB1 HTS	MEKK2wt PB1 HTS	NALP1 inh	SMILES
61	9	0	5	97	-1	-8	1	96	30	Cc1ccccc1Nc1nc(-c2sc(NC(=O)c3ccco3)nc2C)cs1
62	-3	-5	4	81	12	-14	-16	86	2	O=C(N1CCCC1)C12CC3CC(C1)CC(C(=O)N1CCCC1)(C3)C2
63	-2	0	-3	94	-10	15	-1	92	-2	Cc1ccc(Nc2nc3ccccc3o2)cc1F
64	-16	6	9	118	3	11	-1	109	0	N#CCCN(C(=O)COC(=O)COc1ccc(Cl)cc1)c1ccccc1
